# CHT allo act – human CHT allosteric activation. B-score at 10 µM. AID 488977. CHT-expressing cells, membrane potential dye, choline EC20; stronger effect = higher value; LV-AA mutant CHT in HEK293 cells. 0.49% of 310,000 active;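 active means initial fluorescence not abnormally high and integrated response B-score, plate-corrected, over 3 SD above library mean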
# Target sequence (Q9GZV3 whole entry, looked up): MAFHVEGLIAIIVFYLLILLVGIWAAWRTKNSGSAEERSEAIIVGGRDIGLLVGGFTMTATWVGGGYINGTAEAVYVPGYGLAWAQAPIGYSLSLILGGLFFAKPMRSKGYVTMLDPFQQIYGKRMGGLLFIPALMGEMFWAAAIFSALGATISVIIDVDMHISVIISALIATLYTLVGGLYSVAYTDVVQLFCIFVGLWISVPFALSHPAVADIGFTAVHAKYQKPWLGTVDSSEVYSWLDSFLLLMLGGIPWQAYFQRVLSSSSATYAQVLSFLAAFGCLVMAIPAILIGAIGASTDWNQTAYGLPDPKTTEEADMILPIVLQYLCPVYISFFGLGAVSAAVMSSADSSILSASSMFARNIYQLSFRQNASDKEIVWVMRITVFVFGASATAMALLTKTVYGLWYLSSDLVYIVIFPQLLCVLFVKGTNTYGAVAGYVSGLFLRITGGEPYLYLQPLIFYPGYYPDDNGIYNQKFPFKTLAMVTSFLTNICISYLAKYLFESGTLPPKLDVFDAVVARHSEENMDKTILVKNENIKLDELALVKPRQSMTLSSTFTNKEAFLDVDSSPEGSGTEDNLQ
# OX1R antag-1 – human HCRTR1 antagonism | inhibition, % at 5 µM | AID 434989 | 0.43% of 330,000 active | CHO/OX1R cells, Fluo-8 calcium fluorescence, orexin A;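 active means inhibition above its plate's threshold, mean inhibition of all tested compounds on the plate plus 3 SD, cut at about 37% in these data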;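 further: 0% = orexin A challenge wells and 100% = SB-334867-A antagonist wells; not every result past the cut was called active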
# Target sequence (O43613 whole entry, looked up): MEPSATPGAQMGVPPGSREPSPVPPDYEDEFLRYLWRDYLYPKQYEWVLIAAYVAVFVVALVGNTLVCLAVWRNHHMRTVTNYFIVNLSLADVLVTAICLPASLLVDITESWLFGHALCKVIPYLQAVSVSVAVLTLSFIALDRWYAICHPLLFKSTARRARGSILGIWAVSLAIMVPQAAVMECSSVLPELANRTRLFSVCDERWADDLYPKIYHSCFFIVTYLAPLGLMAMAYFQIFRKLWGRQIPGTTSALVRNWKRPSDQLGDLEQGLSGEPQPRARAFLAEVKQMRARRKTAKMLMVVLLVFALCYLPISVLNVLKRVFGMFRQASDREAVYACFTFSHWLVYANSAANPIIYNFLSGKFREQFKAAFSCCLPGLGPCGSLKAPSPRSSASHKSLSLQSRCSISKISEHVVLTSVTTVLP
# OX1R antag-2 – blocks the human orexin 1 receptor; AID 485270; OX1R-expressing cells, FRET antagonist read-out; O43613; 1.8% of 330,000 active; inhibition, % at 6.6 µM; in the data active means inhibition mostly above about 38%, no sharp cut-off; inactive means mostly below about 40%;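 further: 0% = agonist challenge alone and 100% = reference antagonist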
# * = called active by the depositor; i = inactive; / = no result given; & = joins results of further samples.
# Results follow in this order: CHT allo act, OX1R antag-1, OX1R antag-2
O=C(CC(c1ccccc1)c1cc(Br)ccc1O)NCCN1CCOCC1 (centres undefined)
    i, -20, 15
C[C@H]1CCC[C@]2(C)C[C@H]3OC(=O)C(CN4CCCCCC4)[C@H]3C=C12 (some centres undefined)
    i, -20, 4
N#Cc1cc2c(nc1SCC(=O)N1CCCCC1)CCCC2
    i, -40, 13
CCN(CC)c1ccc(C2C3CCCCC3(O)CCN2CC(=O)Nc2ccccc2)cc1 (centres undefined)
    i, -23, 12
Cc1cccc2c3nc4ccccc4nc3n(C)c12
    i, 24, 81*
O=c1cc(-c2ccccc2)cc(-c2ccccc2)n1CCO
    i, -1, 26
CCOC(=O)C1(Cc2cccc(OC)c2)CCN(Cc2ccccc2)CC1
    i, -20, 18
Oc1ccc(/C=N/Nc2nc(-c3ccc(Cl)cc3)cc(C(F)(F)F)n2)cc1
    i, -8, 16
CCC(C)Sc1nc(O)c(Cc2ccccc2)c(=O)[nH]1 (centres undefined)
    i, -5, 13
CC(=O)n1cc([C@@H]2C=C(C(=O)NCc3ccccc3)O[C@H](OCCCCO)C2)c2ccccc21
    i, -8, 13
COc1ccc(-c2ccc3oc(-c4ccsc4)c(-c4ccc(OC)cc4)c3c2)cc1
    i, -6, 10
CC(C)(C)N1C(=O)[C@H]2[C@@H](c3ccc(Br)cc3)N3C(=O)N(c4cccc(Br)c4)C(=O)[C@@]3(Cc3ccccc3)[C@H]2C1=O
    i, -23, 16
CCn1cc(C(=O)NC2CCCCC2)c(=O)c2ccc(C)nc21
    i, -25, 19
O=[N+]([O-])c1ccc(Cl)cc1Sc1cccc2cccnc12
    i, -26, 15
CCOC(=O)C1=C(C)Nc2nc(SC)nn2C1c1ccc(C(=O)OC)cc1 (centres undefined)
    i, -19, 11
CCCOC(=O)c1ccc(NC(=O)C2C3C=CC(O3)C2C(=O)O)cc1 (centres undefined)
    i, -8, 14
CC(=O)c1ccc(NC(=O)C(C)N(C)CC(=O)Nc2cccc(F)c2)cc1 (centres undefined)
    i, -29, 4
CCn1c(SCC#N)nc2cc(S(=O)(=O)N3CCOCC3)ccc21
    i, -18, 17
CC1CN(c2cc(=O)n(Cc3ccc(F)cc3)c(=O)[nH]2)CC(C)O1 (centres undefined)
    i, -8, -4
O=C(O)c1ccc(N/N=C/c2ccc(C(F)(F)F)cc2)cc1
    i, -1, 4
Cc1cc(NC(=O)c2c(Cl)cnn2C)no1
    i, -22, 21
CCC(=O)NC(=S)Nc1ccc(OC)cc1OC
    i, -4, 19
O=C(CSC1=NS(=O)(=O)c2cc(Cl)ccc2N1)c1ccc(Cl)cc1
    i, -6, 32
Cc1nc2nc3c(c(=O)n2[nH]1)CCC3
    i, -21, 16
CN(C)c1cc[n+](Cc2ccccc2)cc1
    i, -10, -3
Cc1ccc(Nc2nnc(-c3ccccc3N)o2)cc1C
    i, -25, 17
CC(C)/C=C1\CCc2c([nH]c3ccccc23)C1=O
    i, -33, 37
COc1ccccc1NC(=S)NC(=O)/C=C/c1ccco1
    i, -18, 10
O=C1[C@H]2[C@@H](c3ccc(F)cc3)N3C(=O)N(c4cccc(F)c4)C(=O)[C@@]3(Cc3ccccc3)[C@H]2C(=O)N1C1CCCCC1
    i, -43, 7
COc1ccc(C2C(C(=O)Nc3ccccc3)=C(C)N=C3SCC(=O)N32)cc1 (centres undefined)
    i, 1, 7

# Remaining list, next part
# Results follow in this order: CHT allo act, OX1R antag-1, OX1R antag-2
Cc1cc(C)c(S(=O)(=O)N2CC=C(c3ccccc3)CC2)c(C)c1
    i, -11, 10
COCCCNc1nc(CC(C)C)nc2c1nnn2Cc1ccccc1
    i, -38, 10
COc1ccccc1CCNS(=O)(=O)c1cn(C)nc1C
    i, -2, 9
Cc1ccc2cc(C)c3nnc(SCc4ccc(C(=O)O)cc4)n3c2c1C
    i, 5, 6
Cc1nc(CN2CCN(C(=O)c3ccc(C(C)(C)C)cc3)CC2)cs1
    i, -20, 1
Cc1nc2nc[nH]n2c(=O)c1NC(=O)CC12CC3CC(CC(C3)C1)C2
    i, -23&-5, 14&11
Cc1ccc(S(=O)(=O)Nc2cc(-c3ccc(Cl)cc3)nn2C)cc1
    i, 5, 3
COc1ccc(S(=O)(=O)n2nc(C)c(S(=O)(=O)N3CCOCC3)c2C)cc1
    i, -9, 3
CC[C@H](C)[C@@H](C(=O)NCCCCCCCCCCC(=O)N1CCN(C(=O)OC(C)(C)C)CC1)n1cc(CCCCCNC(=O)OC(C)(C)C)nn1
    i, 32, 13
O=C(NNc1ccccc1Br)C(=O)n1ccc2ccccc21
    i, -9, 12
O=C(NCC(c1ccco1)N1CCN(c2ccccc2)CC1)C(=O)NC1CCCCC1 (centres undefined)
    i, -15, 3
COc1ccc(C(=O)COC(=O)/C=C/c2ccccc2)c(OC)c1
    /, -3, 19
O=C(NC1CCCCC1)C1CC(O)CN1C(=O)OCc1ccccc1 (centres undefined)
    i, -20, 16
O=C(NC(c1ccccc1)c1ccccc1)C1CCCN(S(=O)(=O)c2cnc[nH]2)C1 (centres undefined)
    i, -11, 8
CCOC(=O)c1cn(CC#N)c2cc(F)c(F)cc2c1=O
    i, -14, 6
CC1C/C(=N/O)C(C)CN1 (centres undefined)
    i, 18, 2
CC1Cc2nc(SCC(=O)Nc3ccc4c(c3)OCCO4)n(C)c(=O)c2S1 (centres undefined)
    i, -8, 15
COC(=O)CSc1nnc(-c2ccc(OC)cc2OC)o1
    i, -9, 7
O=C(N/N=C\C=C\c1ccc(Br)cc1)c1ccc2c(c1)OCO2
    i, -20, 23
COc1ccccc1N1CCN(C(=O)CCC(=O)O)CC1
    i, 2, 10
COCC(=O)N1CCN(c2cccc(Cl)c2)CC1
    i, 9, 8
O=C(Nc1cccc(-n2cnnn2)c1)c1cccnc1
    i, -3, 17
COc1ccc(-c2[nH]c(-c3ccc4c(c3)OCO4)nc2-c2ccccc2)cc1
    i, -4, 11
CN(C(=O)c1cccc(S(=O)(=O)N2CCCC2)c1)C1CCCCC1
    /, -6, 10
CCOc1ccc(N(CC(=O)Nc2ccc(Br)cc2)S(C)(=O)=O)cc1
    i, -19, 9
Cc1cccc(OC(C)C(=O)N(Cc2cccs2)C2CCS(=O)(=O)C2)c1C (centres undefined)
    i, -13, 14
O=C(NCCC(=O)N1CCN(c2ccccc2F)CC1)c1ccco1
    i, -4, 11
Cc1ccccc1C1NC(=O)Cc2ccccc21 (centres undefined)
    i, -20, 8
CCOC(=O)[C@H]1[C@H]2COc3ccccc3[C@@H]2N2C(=O)CNC(=O)[C@@]12C
    /, 3, 22
COc1ccc(C[C@H]2CN3C(=NC[C@@H]3Cc3ccc(O)cc3)N2C[C@H](C)NC(=O)CCC2CCCCC2)cc1
    i, -5, 9

# One compound at a time, as listed above. Values in the order: CHT allo act | OX1R antag-1 | OX1R antag-2
# CCC(=O)NC(=S)Nc1ccc(OC)cc1OC is listed with i | -4 | 19
# Cc1ccc2cc(C)c3nnc(SCc4ccc(C(=O)O)cc4)n3c2c1C is listed with i | 5 | 6

# Following part:
# Results follow in this order: CHT allo act, OX1R antag-1, OX1R antag-2
Cc1ccc(N(C(=O)c2snc(C(N)=O)c2N)C(C(=O)NC2CCCC2)c2ccc(C)o2)cc1 (centres undefined)
    i, -13, 20
COc1cc(/C=C/C(=O)c2c(O)ccc3c(C)cc(=O)oc23)ccc1O
    i, -21, 59
CSc1sc(C(=O)NN)c2c1C1(CCC2)SCCS1
    i, -35, 2
Cc1ccc(S(=O)(=O)c2ccc(Cl)cc2)cc1S(N)(=O)=O
    i, -8, 15
O=C(CCC(=O)N1CCN(S(=O)(=O)c2ccccc2)CC1)c1cccs1
    i, -16, 6
Cc1ccc(NC(=O)c2cc3cccc([N+](=O)[O-])c3[nH]2)cc1
    i, 17, 24
COc1ccc(Nc2nc(C(=O)NCCCN3CCOCC3)cs2)cc1
    i, -16, -1
O=S(=O)(Nc1ccccc1OC(F)F)c1ccc(S(=O)(=O)N2CCCC2)cc1
    /, 8, 31*
CCc1nnc(NC(=O)C2CCN(C(=O)NC3CCCCC3)CC2)s1
    i, -17, 18
Cc1cc(C)cc(N2CC(C)(C)C2=O)c1
    i, -8, -5
NS(=O)(=O)c1ccc(CCNC/C=C/c2ccccc2)cc1
    i, -19, 11
Cc1nn(Cc2ccccc2Cl)c(C)c1NC(=O)c1nc2ncccn2n1
    i, -12, 20
Cc1ccc(CN(C)CC(=O)Nc2cccc([N+](=O)[O-])c2)o1
    i, -14, 19
O=S(=O)(Nc1cccc(-c2ccc3nncn3n2)c1)c1cccc(F)c1
    i, -14, 16
COc1ccc(C)cc1NC(=O)c1ccc(OCc2c(C)noc2C)cc1
    /, -35, 18
CCc1ccc(NCc2ccc(OC)c(Cn3ccnc3)c2)cc1
    i, -34, 0
CCCCc1nc2sc3c(c2c(=O)[nH]1)CC(C)(C)OC3
    i, -14, 3
N#C/C(=C/c1cc(Br)cs1)C(=O)NCC1CCCO1 (centres undefined)
    i, -11, 19
Cc1ccc(NC(=O)c2ccccc2NC(=O)c2cccs2)cc1
    i, -25, 21
N[C@@H](Cc1ccccc1)C(=O)N1CCC(C(=O)NCC(=O)Nc2ccc(F)cc2)CC1
    i, -12, 5
Cc1ccccc1C(=O)N1CCC(C(=O)NC2CCCCC2)CC1
    i, -13, 7
CC(=O)c1ccc(OCc2cccc(C(F)(F)F)c2)cc1O
    i, -19, 17
O=C(CCC(=O)N1CCOc2ccc(Cl)cc21)NCCCN1CCN(c2ccccc2F)CC1
    i, -23, 21
O=C(NC1CCCCC1)c1cccnc1C(=O)O
    i, -12, 16
O=C(O)CN1C(=O)/C(=C\c2cc(Br)ccc2OCc2ccc(Cl)cc2Cl)SC1=S
    i, -7, -2
COc1ccc(CCNC(=O)c2ccc(CNS(=O)(=O)c3ccc(C(C)(C)C)cc3)cc2)cc1OC
    i, 4, 26
COc1ccccc1C(=O)NC(=S)Nc1ccc(N2CCN(C(=O)c3ccco3)CC2)cc1
    i, -4, 19
CC(NCc1ccc(OCC(N)=O)cc1)C12CC3CC(CC(C3)C1)C2 (centres undefined)
    i, -12, 8
O=C(C/C=N/OCc1c(Cl)cccc1Cl)c1cnc(-c2ccccc2)s1
    i, -15, 6
O=C(c1cc2ccccc2o1)N(Cc1nnc(-c2ccccc2Cl)o1)C1CC1
    i, -25, 15

# Next compounds
# Results follow in this order: CHT allo act, OX1R antag-1, OX1R antag-2
CC(=O)N1c2ccc(S(=O)(=O)NCC3CCC(C(=O)N4CCCCC4)CC3)cc2CC1C (centres undefined)
    i, -25, 9
CCOC(=O)N1CCC(N(CCOC)C(=O)Nc2ccc(C)c(C)c2)CC1
    i, -29, 9
COc1ccc(S(=O)(=O)N(CC(=O)N2CCOCC2)c2cc(Cl)ccc2OC)cc1OC
    i, -19, 18
COc1ccccc1N1CCN(C(=O)CCCn2c(=O)[nH]c3ccsc3c2=O)CC1
    i, -27, 10
Cc1c(S(=O)(=O)c2ccccn2)c(N)n(Cc2ccccc2)c1C
    i, -14, 23
COc1cc2nc(CCc3ccccc3)oc(=O)c2cc1OC
    i, -4, 27
Cc1ccccc1C1=NC(c2ccc(F)cc2F)ON1 (centres undefined)
    i, -7, 31
CN(Cc1cccc(-n2cccn2)c1)C(=O)CCc1nnc(C2CCCCC2)o1
    i, -29, 11
C=CCNC(=O)COc1ccc(Br)cc1Cl
    i, -9, 10
O=C(NCc1cccnc1)c1ccc(CS(=O)(=O)c2ccc(Br)cc2)o1
    i, -13, 10
O=c1[nH]c(CCl)nc2cc(-c3ccc(F)cc3)sc12
    i, -6, 13
COc1ccc(-n2cnc3ccccc32)cc1
    i, -13, 19
O=C(NCc1ccccc1Br)c1ccncc1
    i, -8, 36
C=CCn1c(SCC(=O)Nc2ccc(F)cc2F)nc2c([nH]c3ccccc32)c1=O
    i, -10, 5
COC(=O)C(NC(=O)c1ccccc1Cl)(Nc1ncc(S(=O)(=O)c2ccc([N+](=O)[O-])cc2)s1)C(F)(F)F (centres undefined)
    i, 20, 17
COc1ccc(CNC(=O)CC(NC(N)=O)c2ccccc2Cl)cc1OC (centres undefined)
    i, -29, -1
COC(=O)Nc1ccc(S(=O)(=O)N2CCC(C(=O)N3CCCC(C)C3)CC2)cc1 (centres undefined)
    i, -14, 17
O=C(c1cc2ccccc2oc1=O)N(Cc1ccco1)CC1CCCO1 (centres undefined)
    i, -16, 5
CC(=O)Nc1ccc(NC(=O)c2ccc(CN3CCc4ccccc4C3)cc2)cc1
    i, -9, 4
O=C1C(NS(=O)(=O)c2cccs2)=C(N2CCN(c3cccc(C(F)(F)F)c3)CC2)C(=O)c2ccccc21
    i, -35, 46
CCCCNC(=O)OCCSCCS(=O)(=O)c1ccc(Cl)cc1
    i, -17, 4
Cc1cccc(OCCn2ccnc2)c1
    i, 1, 11
O=C(NNc1c2ccccc2nc2ccccc12)C12CC3CC(CC(C3)C1)C2
    i, -14, 11

# Seven of these compounds, set out differently:
canonical_smiles | CHT allo act | OX1R antag-1 | OX1R antag-2
O=C(NCc1ccccc1Br)c1ccncc1 | i | -8 | 36
O=C1C(NS(=O)(=O)c2cccs2)=C(N2CCN(c3cccc(C(F)(F)F)c3)CC2)C(=O)c2ccccc21 | i | -35 | 46
Cc1ccccc1C1=NC(c2ccc(F)cc2F)ON1 (centres undefined) | i | -7 | 31
CN(Cc1cccc(-n2cccn2)c1)C(=O)CCc1nnc(C2CCCCC2)o1 | i | -29 | 11
Cc1c(S(=O)(=O)c2ccccn2)c(N)n(Cc2ccccc2)c1C | i | -14 | 23
COC(=O)C(NC(=O)c1ccccc1Cl)(Nc1ncc(S(=O)(=O)c2ccc([N+](=O)[O-])cc2)s1)C(F)(F)F (centres undefined) | i | 20 | 17
O=c1[nH]c(CCl)nc2cc(-c3ccc(F)cc3)sc12 | i | -6 | 13

# Bioassay records from PubChem.
